PTHR1 ag – PTHR1 (human) receptor agonism | 410,000 tested, 0.075% active | Q03431 | HEK293 GP2 PTHR1 cells, GloSensor cAMP luminescence, 1 h | Potency, µM (doses to about 115 µM), for inactives: at the top dose activation, usual class: activators; also: potency is read from the fitted curve at half-maximal effect; nearly all actives have a fitted effect of over 55% in size; some results filed as inactive show a strong effect at the top dose; inactives centre near -15; many of its hits are not listed in these tables
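HEK-293-derived GP2 cells expressing PTHR1 and a GloSensor cAMP reporter, 3,000/well, plated overnight, given luciferin plus IBMX (each 0.5 mM as added) for 1 h at 37 °C, then compound for 1 h at 37 °C. Luminescence was read after 15 min at room temperature.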
pAkt inh – inhibitors of Akt phosphorylation | 360,000 tested, 0.32% active | Neuro2A IGF-stimulated pAkt S473 HTRF, 20 min; stronger effect = lower value | activity change, % for hits at 50 µM; in the data active = activity change below about -80%; inconclusive = mostly about -51% to -80%; also: % is scaled to controls: 0 for no effect and ±100 for the full control effect
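Single-point screen (50 µM final compound) in Neuro2A cells stimulated 20 min with 6 nM IGF at 37 deg C. After lysis, Ser473-phosphorylated Akt read by HTRF (ex 330 nm, em 615/665 nm) as the 665/615 ratio.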
FUS yeast rescue – suppressors of FUS proteinopathy in yeast | Potency, µM (highest dose often 76.6 µM), for inactives: top-dose growth rescue (activation), most hits filed as activators | S. cerevisiae FUS-expressing, growth rescue, OD600, 24 h | 390,000 tested, 0.24% active;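 also: potency is read from the fitted curve at half-maximal effect; plate controls were DMSO vehicle for no effect and reference control for full effect; nearly all actives have a fitted effect of over 55% in size; some results filed as inactive show a strong effect at the top dose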
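Compound concentration series was pinned onto galactose-induced FUS-expressing yeast seeded at OD 0.005. Plates sat 24hr at 30C; absorbance at 600 nm gave growth. DMSO served as background control.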
GLP-1R agonist – GLP-1 receptor (human) agonism; Potency, µM (highest dose often 45.6 µM), for inactives: top-dose activation, usual class: activators; HEK293 GLP-1R CRE-luciferase, luminescence, 4-6 h; cells express a hypersensitive GLP-1R form; AID 624172; P43220; 380,000 tested, 0.007% active; also: potency is read from the fitted curve at half-maximal effect; % of control where 0% means no effect
Target sequence (P43220 whole entry, looked up): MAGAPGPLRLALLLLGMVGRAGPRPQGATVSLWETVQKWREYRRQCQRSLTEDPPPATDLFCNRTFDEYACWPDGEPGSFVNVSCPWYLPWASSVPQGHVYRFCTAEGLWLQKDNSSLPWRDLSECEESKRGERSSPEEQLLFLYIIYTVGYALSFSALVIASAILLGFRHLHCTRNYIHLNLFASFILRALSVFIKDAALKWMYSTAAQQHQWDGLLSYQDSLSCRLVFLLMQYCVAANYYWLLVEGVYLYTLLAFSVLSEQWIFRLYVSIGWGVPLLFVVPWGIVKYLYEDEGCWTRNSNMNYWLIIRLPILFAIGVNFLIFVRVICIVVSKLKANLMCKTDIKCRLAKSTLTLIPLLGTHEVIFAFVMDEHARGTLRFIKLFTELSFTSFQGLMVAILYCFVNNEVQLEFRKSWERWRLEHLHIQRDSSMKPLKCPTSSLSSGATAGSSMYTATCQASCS
TDP43 rescue – rescues yeast growth from TDP-43 toxicity. AID 652104. Potency, µM (titrated, usually from 46.1 µM), for inactives: top-dose growth rescue (activation), hits mostly activators. 410,000 tested, 1.8% active. TDP-43 expressing yeast growth rescue, BacTiter-Glo, 24 h; also: potency is read from the fitted curve at half-maximal effect; % of control where 0% means no effect; nearly all actives have a fitted effect of over 50% in size
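In this qHTS, compounds that restore growth of yeast expressing TDP-43 appear as activators. Cells (OD600=0.02, galactose medium, raffinose-pregrown) are incubated with compound 24 hr at 30 deg C and growth is quantified by BacTiter-Glo.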
aSyn rescue – rescues yeast growth from alpha-synuclein toxicity. Yeast expressing alpha-synuclein, growth rescue, BacTiter-Glo, 24 h. Potency, µM (series often up to 46.1 µM), for inactives: at the top dose growth rescue (activation), actives largely listed as activators. 370,000 tested, 0.14% active. AID 652106; also: potency is read from the fitted curve at half-maximal effect; % of control where 0% means no effect; nearly all actives have a fitted effect of over 65% in size
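Rescue of yeast growth: cells expressing toxic alpha-synuclein, induced in galactose at OD600 0.02, incubated with compound 24 h at 30 C. ATP luminescence quantified growth; inhibitors of toxicity appear as activators.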
D3 antag – D3 dopamine receptor (human) antagonism; D3R cells, DiscoveRx beta-arrestin luminescence, antagonist mode; stronger effect = lower value; 360,000 tested, 2.5% active; max response, negative = inhibition, %; AID 652054; in the data active = max response below about -50%; inconclusive = no clear call, values can overlap the other calls; also: % is scaled to controls: 0 for no effect and ±100 for the full control effect; mostly tested at two doses, the higher about 12 µM
Target sequence (P35462 whole entry, looked up): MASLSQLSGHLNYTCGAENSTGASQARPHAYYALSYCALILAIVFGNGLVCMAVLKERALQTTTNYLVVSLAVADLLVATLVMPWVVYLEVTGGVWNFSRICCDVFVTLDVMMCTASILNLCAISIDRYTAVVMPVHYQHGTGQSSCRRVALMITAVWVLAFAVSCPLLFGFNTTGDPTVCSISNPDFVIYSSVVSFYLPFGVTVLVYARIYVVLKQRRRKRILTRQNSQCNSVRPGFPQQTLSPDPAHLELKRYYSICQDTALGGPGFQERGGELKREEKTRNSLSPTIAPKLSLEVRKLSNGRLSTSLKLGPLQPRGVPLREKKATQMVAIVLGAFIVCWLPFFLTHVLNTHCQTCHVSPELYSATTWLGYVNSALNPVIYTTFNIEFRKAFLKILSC
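Cells plated overnight at 1500 cells/well, then exposed to library compounds with dopamine controls for 90 minutes at 37 degrees C. DiscoveRx reagent added for 30–60 minutes at room temperature; luminescence read, quantitative HTS format.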
GLP1R inv ag – acts as inverse agonist at human GLP-1 receptor. Potency, µM (doses to about 38.3 µM), for the others: at the highest dose activity change, negative = inhibition, actives largely listed as inhibitors. 410,000 tested, 1.6% active. HEK293 GLP-1R CRE-luciferase, luminescence, 24 h; GLP-1R form is constitutively active. P43220; also: potency is read from the fitted curve at half-maximal effect; % is scaled to controls: 0 for no effect and ±100 for the full control effect; nearly all actives have a fitted effect of over 55% in size
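Constitutively active GLP-1R drives a cAMP-responsive luciferase in stably transfected HEK293 cells; test compounds are added after overnight (12 h) attachment and left 24 hr, and signal loss in luminescence marks inhibition.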
Abeta yeast res – compounds reversing amyloid beta toxicity in yeast | yeast expressing A-beta42, growth rescue, OD600, 48 h; response scale: 0% DMSO, 100% iron-clioquinol control | 410,000 tested, 0.063% active | Potency, µM (doses to about 46.1 µM), for inactives: at the highest dose growth rescue, actives largely listed as activators; also: potency is read from the fitted curve at half-maximal effect; nearly all actives have a fitted effect of over 55% in size
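Growth rescue measured by 600 nm absorbance after 48 h yeast culture at 30 C with compound. Values normalized between DMSO and an equimolar ferric chloride plus clioquinol control.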
Numbers without * were called inactive; i = inactive; u = inconclusive; x = not tested or not shown; & = joins results of further samples; [ ] = another dose, or the depositor's remark. Unless noted, calls follow the shape of the dose curve; as a rule, active = well fitted curve in the direction sought with a large enough effect; inconclusive = small, poorly fitted or top-dose-only effect, or another doubt; inactive = no such curve, though single readings can be large; an effect the other way counts as inactive or inconclusive. Some of the compounds tested. The share of hits here may be higher or lower than overall.

Preview (10 entries):
SMILES	PTHR1 ag	pAkt inh	FUS yeast rescue	GLP-1R agonist	TDP43 rescue	aSyn rescue	D3 antag	GLP1R inv ag	Abeta yeast res
CCOC(=O)Cc1ccc(NC(=O)c2ccc(C(C)(C)C)cc2)cc1	-12%[57.5 µM]	i	26%	-11%	-15%	-10%	14	5µM*	11%
Oc1ccc2ccccc2c1N=Nc1ccc(F)cc1	u	i	-7%	-2%	-31%[inhibitor]	-3%	-19	-3%	-12%
Cc1ccnc(Nc2nc(-c3ccc(O)c(O)c3)cs2)c1	-37%[inhibitor]	i	u	10%	x	-14%	-13	-22%	13%
CC(C)OC(=O)/C(=C\c1ccc2c(c1)c1ccccc1n2C)NC(=O)c1ccccc1	-21%[57.5 µM]	i	32%	-13%	14%	5%	28	u	13%
CC(C)(C)NC(=O)NC(=O)COC(=O)Cn1cnc2ccccc2c1=O	i	i	-1%	-5%	-10%	-2%	-4	18%	-13%
CCOC(=O)C1=CN(Cc2ccco2)S(=O)(=O)N(CC)C1c1ccc(F)c(Cl)c1 (stereo unspecified)	-9%	i	9%	1%	15%	-4%	-12	u	0%
CCN(CC)S(=O)(=O)c1ccc2c(c1)N(CC(=O)N1CCN(c3ccccc3F)CC1)C(=O)CO2	i	x	-7%	13%	-16%	1%	x	-16%	-22%
O=C(NC1CC1)c1cc2cc3ccccc3nc2s1	-2%	i	0%	21%	u	10%	-11	30%[activator]	5%
O=S(=O)(Nc1nc2ccccc2nc1Cl)c1ccc2ccccc2c1	-31%[inhibitor]	i	44%	0%	5%	-2%	6	8%	-24%
Cc1nc2ccccn2c1/C(O)=C1\C(=O)C(=O)N(CCCn2ccnc2)C1c1ccncc1 (stereo unspecified)	-2%[57.5 µM]	i	u	-9%	-32%[inhibitor]	-24%	0	5%	-17%

The listing, repeating the preview:
SMILES	PTHR1 ag	pAkt inh	FUS yeast rescue	GLP-1R agonist	TDP43 rescue	aSyn rescue	D3 antag	GLP1R inv ag	Abeta yeast res
CCOC(=O)Cc1ccc(NC(=O)c2ccc(C(C)(C)C)cc2)cc1	-12%[57.5 µM]	i	26%	-11%	-15%	-10%	14	5µM*	11%
Oc1ccc2ccccc2c1N=Nc1ccc(F)cc1	u	i	-7%	-2%	-31%[inhibitor]	-3%	-19	-3%	-12%
Cc1ccnc(Nc2nc(-c3ccc(O)c(O)c3)cs2)c1	-37%[inhibitor]	i	u	10%	x	-14%	-13	-22%	13%
CC(C)OC(=O)/C(=C\c1ccc2c(c1)c1ccccc1n2C)NC(=O)c1ccccc1	-21%[57.5 µM]	i	32%	-13%	14%	5%	28	u	13%
CC(C)(C)NC(=O)NC(=O)COC(=O)Cn1cnc2ccccc2c1=O	i	i	-1%	-5%	-10%	-2%	-4	18%	-13%
CCOC(=O)C1=CN(Cc2ccco2)S(=O)(=O)N(CC)C1c1ccc(F)c(Cl)c1 (stereo unspecified)	-9%	i	9%	1%	15%	-4%	-12	u	0%
CCN(CC)S(=O)(=O)c1ccc2c(c1)N(CC(=O)N1CCN(c3ccccc3F)CC1)C(=O)CO2	i	x	-7%	13%	-16%	1%	x	-16%	-22%
O=C(NC1CC1)c1cc2cc3ccccc3nc2s1	-2%	i	0%	21%	u	10%	-11	30%[activator]	5%
O=S(=O)(Nc1nc2ccccc2nc1Cl)c1ccc2ccccc2c1	-31%[inhibitor]	i	44%	0%	5%	-2%	6	8%	-24%
Cc1nc2ccccn2c1/C(O)=C1\C(=O)C(=O)N(CCCn2ccnc2)C1c1ccncc1 (stereo unspecified)	-2%[57.5 µM]	i	u	-9%	-32%[inhibitor]	-24%	0	5%	-17%
O=C1OC2(CCCCC2)OC(=O)C1=CNc1nccs1	i	i	14%	-11%	-12%	4%	-10	-4%	-1%
CCc1ccc(NC(=O)c2cc(-c3cccs3)on2)cc1	-2%	i	-22%&-8%	-3%	18%&16%	-2%	0	-4%&1%	-23%
CCOC(=O)c1c(NC(=S)NCC2CCCO2)sc(C)c1C (stereo unspecified)	i	i	-10%	18%	14%	-6%	9	29%	34%
COc1cc(OC)c(C(=O)CCCN2CCCC2)c(OC)c1	-11%	i	-22%	-2%	-15%	-2%	0	-1%	-5%
Cc1cccc(C)c1NC(=S)N(CCN(C)C)Cc1cccs1	i	i	14%	4%	9%	-1%	-8	u	5%
CCOc1ccccc1N1CC(C(=O)N2CCOCC2)CC1=O (stereo unspecified)	-24%	i	3%	1%	-1%	2%	4	10%	-2%
COc1cc(/C=N/N(C)S(=O)(=O)c2ccc(C)cc2)cc([N+](=O)[O-])c1O	-34%[inhibitor]	i	-14%	-2%	8%	-8%	-5	-6%	13%
Cc1ccccc1-n1c(SC(C)C(=O)N2CCN(C)CC2)nc2ccccc2c1=O (stereo unspecified)	1%	i	-3%	-5%	-2%	1%	-13	10%	-13%
O=C(CSc1nncn1-c1ccccc1)NC1CCCC1	i	i	15%	0%	7%	7%	19	6%	11%
CCO[C@H]1OC(C(=O)NC2CC2)=C[C@@H](c2ccc3c(c2)OCO3)[C@@H]1CCCO	i	i	-11%	-2%	4%	-2%	11	2%	-9%
O=C(CN1CCN(C(=O)c2ccco2)CC1)Nc1ccc(F)cc1F	-15%	i	9%	1%	-10%	-3%	3	0%	-13%
Cc1ccc(C2=Nc3ccccc3N=C(C(Cl)Cl)C2)cc1	-30%	i	20%	5%	-16%[0.397 µM]	-37%[inhibitor]	-7	-17%	-22%
CCN(CC)CCN1C(=O)C(O)=C(C(=O)c2cc3cccc(OC)c3o2)C1c1ccc(F)cc1 (stereo unspecified)	i	i	21%	-5%	-18%	-3%	-15	8%	-19%
CCOc1cc(/C=C2/C(=O)ON=C2C)cc(Br)c1O	-42%[inhibitor]	i	-10%	1%	-6%	-24%	21	-9%	16%
COCCC1CCCCN1C(=O)c1cc(COc2ccc(-n3cncn3)cc2)on1 (stereo unspecified)	-93%[inhibitor]	i	30%	6%	-6%	0%	4	-22%	-5%
COc1ccc(S(=O)(=O)N2CCc3ccccc32)cc1C(=O)N(CC(C)C)C1CCS(=O)(=O)C1 (stereo unspecified)	-22%	i	31%	6%	-19%	2%	-14	-17%	0%
CN(C)CCCNC(=O)CCc1ncc(C(F)(F)F)cc1Cl	i	i	4%	10%	-14%	-1%	-1	-26%	-8%
O=C(NC1C=CS(=O)(=O)C1)c1sc2ccccc2c1Cl (stereo unspecified)	-10%	i	-5%	-7%	-6%	-8%	-9	u	1%
Cc1sc2nc3ccc(NCc4ccco4)nn3c(=O)c2c1C	i	i	20%	1%	1%	-4%	-6	57%[activator]	12%
CNc1snc(C)c1C(=O)OC(C)C(=O)c1ccc(F)cc1 (stereo unspecified)	-35%	i	3%	16%	12%	-11%	9	u	8%
COCCNC(=O)c1ccc(N2CCCCC2)c(NS(=O)(=O)c2ccc(C)cc2)c1	-24%[57.5 µM]	i	26%	23%	-5%	-2%	-29	-1%	-4%
CN1CCC(OC(=O)COc2ccc(Cl)cc2Cl)CC1	i	i	-5%	-12%	-9%	1%	-23	-20%	8%
COc1ccccc1-c1noc(-c2cc(OC)c(OC)c(OC)c2)n1	i	i	7%	6%	u	-15%	19	28%	-2%
CCC(C(=O)Nc1ccccc1OC)n1c(C(=O)OC)cc2ccsc21 (stereo unspecified)	5%[57.5 µM]	i	9%	15%	-18%	-2%	-22	-22%	-13%
COCCn1c(Cc2ccccc2)nnc1SCC(=O)NC(C)C	i	i	8%	-3%	-11%	-2%	11	4%	-11%
COc1ccc(Cn2nnnc2C(c2ccccc2Cl)N2CCC(C(N)=O)CC2)cc1 (stereo unspecified)	i	i	23%	1%	-11%	-2%	-13	-8%	-3%
COc1ccccc1C(=O)C1CCCN(C(=O)c2cc(C(C)C)no2)C1 (stereo unspecified)	-9%	i	-4%	14%	15%	1%	-12	-16%	-11%
COc1ccc(C(=O)N/N=C/c2ccc(N(C)c3ccccc3)cc2)cc1	-28%	i	2%	2%	5%	-5%	5	u	6%
c1ccc2c(c1)ccc1nnc(SCc3ccc4c(c3)OCO4)n12	-53%[inhibitor]	i	-3%	u	15%	2%	7	12%	6%
O=C(Nc1ccc(F)cc1)Nc1sccc1-c1nc2ccccc2s1	i	i	30%	9%	2%	-14%	10	-22%	10%
Cc1ccc2nsnc2c1S(=O)(=O)Nc1ccccc1C(=O)O	i	i	-15%	0%	3%	0%	-2	9%	-9%
COc1cc(/C=C2/N=C(c3ccccc3)OC2=O)c(F)cc1OCc1ccccc1	-11%	x	-2%	-2%	x	x	x	x	-1%
CCOC(=O)c1ncn2c1[C@@H]1CCNC1C(=O)c1cc(OC)ccc1-2 (stereo partly specified)	-25%	i	0%	8%	25%	6%	15	4%	-14%
Cc1ccc(OCC(=O)N/N=C/c2ccco2)cc1	-9%[57.5 µM]	i	-17%	-3%	4%	2%	-21	4%	2%
Cc1ccc2[nH]c(=O)c(CN(CC3CCCO3)C(=O)c3cccs3)cc2c1 (stereo unspecified)	3%	i	12%	9%	-19%	-6%	-17	24%	-3%
